HEK293 NOD2/NF-kB – inhibition of NOD2-driven NF-kB reporter – cell-based, luminescence, uHTS, HEK293 (AID 1566). HEK293 NOD2/NF-kB luciferase reporter, luminescence; higher % means a stronger effect. inhibition, % at 4 µM, or EC50 in µM where a hit was titrated. 0.63% of 290,000 active; further: many of its hits are not listed in these tables
GPR55 antagonists – inhibition of LPI-stimulated GPR55 beta-arrestin translocation – imaging, U2OS, beta-arrestin-GFP, LPI agonist, primary screen (AID 2013) | U2OS GPR55 beta-arrestin-GFP translocation imaging, LPI antagonism; higher % means a stronger effect | 0.13% of 290,000 active | inhibition, % at 10 µM; hits with a dose series show IC50 in µM;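 active means spots per cell inhibited over 60%, with over 100 cells counted and total cytoplasm intensity under 500,000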;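 further: U2OS cells stably carrying GPR55 and arrestin-GFP stimulated by 5 µM LPI near EC80; imaged beta-arrestin-GFP aggregate spots per cell after agonist stimulation; plate controls were LPI-stimulated DMSO wells for no effect and DMSO wells without LPI for full effect; some results filed as inactive read as strong as hits; confirmed hits need IC50 under 10 µM and bright autofluorescent wells are also inconclusive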
GPR55 activation – selective activators of receptor GPR55 – imaging, U2OS cells, beta-arrestin-GFP redistribution, primary screen (AID 1961); 0.048% of 290,000 active; activation, % at 10 µM; hits with a dose series show EC50 in µM; U2OS GPR55 beta-arrestin-GFP redistribution imaging; higher % means a stronger effect;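 active means activation above 40% with more than 50 cells counted in the well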;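 further: U2OS osteosarcoma cells stably expressing GPR55 and beta-arrestin-GFP; plate controls were DMSO negative control for no effect and LPI positive control for full effect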
T cell modulator – T cell immune modulation candidate. 2C CD8+ T cell-vesicle binding, flow cytometry; active compounds read low. 0.068% of 330,000 active. calls only at 7 µM. AID 2052;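 active means response, share of CD8 T cells binding vesicles, and their 90th percentile fluorescence all below set limits, cut at about 80% in these data, passing the limit was not always enough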
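System: murine 2C transgenic CD8+ T lymphocytes; also added: QL9-loaded Drosophila micro-vesicles; times: binding 1.5 h at 37 °C; measured by: flow cytometry, PE anti-B7-1 (FL2) versus Alexa647 anti-CD8 (FL8), PFA-fixed; control set: Peptide-free naked vesicles (low) and QL9 vesicles with 0.7% DMSO vehicle (high)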
NOD1 inhibition – inhibition of NOD1-driven NF-kB reporter – cell-based, luminescence, uHTS, primary screen (AID 1578); inhibition, % at 4 µM, or EC50 in µM where a hit was titrated; 1% of 290,000 active; NOD1-driven NF-kB luciferase reporter cells, luminescence; higher % means a stronger effect; in the data active means inhibition mostly above about 36%, no sharp cut-off; inactive means mostly below about 34%;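 further: HEK-293T reporter cells stimulated with the NOD1 agonist gamma-tri-DAP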
NTR1 agonist – agonists of NTR1, primary screen, imaging, U2OS cells, beta-arrestin-GFP, high content (AID 493036) | NTR1-U2OS beta-arrestin-GFP spot imaging, agonist mode | activation, % at 20 µM | 0.17% of 330,000 active;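 active means activation at or above 40% of the spot to cytoplasm intensity ratio, with at least 20 cells analyzed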;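 further: 0% = DMSO without peptide and 100% = 100 nM NTR1 peptide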
Target sequence (P30989 whole entry, looked up): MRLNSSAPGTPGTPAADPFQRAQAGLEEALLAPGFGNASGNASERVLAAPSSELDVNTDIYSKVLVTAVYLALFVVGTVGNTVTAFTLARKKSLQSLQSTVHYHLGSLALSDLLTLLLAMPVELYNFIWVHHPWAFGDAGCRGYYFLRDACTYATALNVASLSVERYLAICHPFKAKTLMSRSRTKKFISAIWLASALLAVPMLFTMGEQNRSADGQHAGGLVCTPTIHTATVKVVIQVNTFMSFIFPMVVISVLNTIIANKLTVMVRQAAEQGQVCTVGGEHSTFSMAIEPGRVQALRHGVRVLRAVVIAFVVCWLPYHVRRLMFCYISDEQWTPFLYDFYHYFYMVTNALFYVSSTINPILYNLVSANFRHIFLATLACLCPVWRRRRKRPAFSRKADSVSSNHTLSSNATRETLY
Myeloid diff MLP – myeloid differentiation induction. ER-HoxA9 myeloid progenitors, lysozyme-GFP differentiation, flow cytometry. calls only at 10 µM. 1% of 360,000 active;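 active means normalized GFP-positive differentiation at or above the plate's own cutoff, the solvent-only control mean plus 3 SD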;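 further: cells exposed to compound for four days before flow analysis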
KOR beta-arrestin-1 – KOR antagonists, beta-arrestin recruitment, cell-based, luminescence, uHTS (AID 1778) | 0.091% of 290,000 active | KOR beta-arrestin recruitment, luminescence, antagonist mode; higher % means a stronger effect | inhibition, % at 10 µM; hits with a dose series show IC50 in µM; further: strong numbers were not always called active
KOR beta-arrestin-2 – KOR agonists, beta-arrestin recruitment, primary screen, cell-based, luminescence, uHTS (AID 1777); KOR beta-arrestin recruitment, luminescence; higher % means a stronger effect; activation, % at 10 µM; hits with a dose series show EC50 in µM; 0.02% of 280,000 active; in the data active means activation above about 50%, passing the limit was not always enough; further: a part of the inactive calls stands beside numbers as strong as those of hits
T cell modulator vesicle-bound % – also measured in T cell modulator; calls as there; double positive events, %; measured here: CD8+ vesicle-bound cell fraction;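 binding gate set so that unloaded-vesicle control wells show 10% double positive cells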
NTR1 agonist cell count 20 µM – second read-out of NTR1 agonist, no call of its own (marks repeat the call); cell count; measured here: cell count, cytotoxicity flag
Myeloid diff MLP GFP+ MAC1+ % – recorded beside Myeloid diff MLP, whose call it bears; GFP+ MAC1+ double positive, %; measured here: differentiation confirmed by MAC1 staining
* = called active by the depositor; i = inactive; . = no result given; [ ] = remark or other dose. Unless noted, no stated cut-off is given here; in the data, active means inhibition above about 50%; inactive means the rest. An excerpt; the hit share may differ from the screen's.

Results follow in this order: GPR55 antagonists | HEK293 NOD2/NF-kB | NTR1 agonist cell count 20 µM | Myeloid diff MLP GFP+ MAC1+ % | KOR beta-arrestin-2 | NTR1 agonist | KOR beta-arrestin-1 | GPR55 activation | T cell modulator vesicle-bound % | NOD1 inhibition | Myeloid diff MLP | T cell modulator
1) Cc1cccc(N/N=C/c2ccc(O)c(O)c2O)c1
 : -4% | 4% | 46 | 0.3 | 5.8% | -1.9 | 4% | 0.5% | 29 | -12% | i | i
2) CCCCCC/C=C/c1ccc([C@H]2[C@H]3C=CC[C@@H](C)[C@@H]3C(=O)N2Cc2ccccc2)c(F)c1
 : -6% | 12% | 96 | 2.7 | -0.4% | -4.3 | 8% | -0.1% | 48 | -2% | i | i
3) NC(=O)CC(NC(=O)Cc1cccc2ccccc12)c1ccc(NC2CCCCCC2)c([N+](=O)[O-])c1 (stereo unspecified)
 : -8% | -23% | 100 | 1.6 | -8.7% | 6.6 | 31% | -0.1% | 38 | -10% | i | i
4) O=[N+]([O-])c1ccc(N/N=C/c2ccccc2O)cc1
 : -5% | -43% | 82 | 2.1 | -1.6% | 19 | -26% | -0.3% | 33 | -13% | i | i
5) COc1cccc(-c2nc(CS(=O)(=O)CC(=O)N3CCCCC3)c(C)o2)c1
 : 4% | 23% | 66 | 0.0 | -1.5% | 0.3 | -17% | -0.2% | 4 | 1% | i | i
6) O=C(NCC(c1cccnc1)N1CCN(c2ccccc2F)CC1)c1cccc(Cl)c1 (stereo unspecified)
 : 0% | 19% | 41 | 0.4 | -5.4% | -0.7 | -9% | -0.2% | 45 | 20% | i | i
7) O=C(NC(=S)Nc1ccc(-c2nc3ncccc3o2)cc1)c1ccccc1F
 : -9% | 6% | 69 | 0.4 | -3.0% | 0.8 | -14% | -0.1% | 45 | -22% | i | i
8) CC(=O)N(C(C)=O)n1c(/C=C/c2cccc([N+](=O)[O-])c2)nc2ccccc2c1=O
 : 8% | -1% | 64 | 0.5 | . | -1.4 | -1%[20 µM] | -0.1% | 22 | -32% | i | i
9) Cc1cccc(C)c1NC(=O)CN1C(=O)C(C)Oc2ccccc21 (stereo unspecified)
 : 10% | -8% | 54 | 0.0 | -2.5% | 1.0 | 19% | 1.1% | 66 | -4% | i | i
10) O=C(COc1nc2ccccc2nc1N1CCOCC1)N1CCc2ccccc21
 : 1% | 15% | . | 1.2 | 3.5% | . | -34% | -0.3% | . | 12% | i | .
11) O=C(COc1ccc(Cl)cc1Cl)NCC(=O)N/N=C/c1c[nH]c2ccccc12
 : 2% | -13% | 47 | 0.5 | 7.8% | 0.7 | 25% | 0.1% | 10 | -13% | i | i
12) N#Cc1c(-c2cccc(Br)c2)cc(-c2cccnc2)nc1N
 : 5% | 7% | 63 | 0.0 | 4.4% | 8.1 | 7% | -0.8% | 6 | 5% | i | i
13) COc1ccc(/C=C/c2noc(-c3ccccc3OC(C)=O)n2)cc1
 : -1% | -133% | 37 | 0.5 | -3.9% | -0.4 | -3% | 0.3% | 58 | -9% | i | i
14) CSc1ccc(CN2CCC(C(=O)NCc3ccc(C)cc3)CC2)cc1
 : 24% | 4% | 38 | 0.5 | . | -1.4 | -4%[20 µM] | 0.2% | 24 | 37% | i | i
15) COCCNC(=O)CCCCCN1C(=O)CCC1=O
 : -3% | -26% | 42 | 1.0 | -6.4% | -0.1 | -73% | -0.2% | 48 | 49%* | i | i
16) Cc1nnc2n(Cc3ccccc3)c(=O)c3c4c(sc3n12)CN(Cc1ccccc1)CC4
 : 0% | 4% | . | . | 9.1% | . | -18% | -0.2% | . | -2% | . | .
17) Cc1cc(C(=O)N2CCN(C(=O)C3CCCO3)CC2)no1 (stereo unspecified)
 : 0% | 8% | 93 | 13 | -4.4% | 1.9 | 13% | -0.4% | 31 | -15% | i | i
18) O=C(COc1ccccc1)Nc1nnc(S(=O)(=O)N2CCCC2)s1
 : 4% | -16% | 52 | 0.6 | 2.4% | 1.1 | -9% | -0.2% | 12 | 28% | i | i
19) CCCc1nc2ccccc2c2nc(N)nn12
 : -11% | 8% | 55 | 7.1 | -8.5% | 0.8 | 3% | 1.0% | 9 | 27% | i | i
20) CN(CC(=O)Nc1ccc(F)cc1)C(=O)COc1ncnc2ccccc12
 : 7% | 0% | 57 | 0.3 | 2.1% | 1.4 | 9% | -0.2% | 7 | 4% | i | i
21) CCOc1ccc(C(=O)c2ccc(OCC)c(N)c2)cc1N
 : -8% | -44% | 73 | 2.7 | -3.6% | 3.0 | -15% | 1.2% | 12 | -26% | i | i
22) Cc1ccc(CS(=O)(=O)CCC(=O)NCCCOC(C)C)cc1
 : 6% | 20% | 27 | 2.4 | 2.7% | 3.0 | -2% | 0.7% | 35 | 6% | i | i
23) Cc1ccc(S(=O)(=O)NCC(=O)N2CCCC2C(=O)O)cc1 (stereo unspecified)
 : 1% | 9% | 84 | 0.3 | -1.4% | -0.2 | 0% | 0.0% | 29 | -8% | i | i
24) COc1cccc(CNC(=O)c2ccc(CS(=O)(=O)Cc3ccccc3C)o2)c1
 : -4% | 26% | 62 | 0.5 | -2.4% | 0.2 | -20% | -0.2% | 10 | -10% | i | i
25) CCCCCn1c(=O)[nH]c2cc(C(=O)NCCCN3CCCCC3CC)ccc2c1=O (stereo unspecified)
 : 13% | 20% | 38 | 3.1 | 0.2% | -0.3 | -60% | -0.1% | 33 | -27% | i | i
26) O=C(NCc1ccc2c(c1)OCO2)C(C(=O)c1ccccc1)n1cc(Cl)ccc1=O (stereo unspecified)
 : 5% | 15% | 62 | 0.2 | -2.0% | 1.8 | 15% | 0.6% | 2 | -14% | i | i
27) O=C(O)c1ccccc1C(=O)N1CCN(C(=O)c2ccccc2Cl)CC1
 : -12% | 6% | 83 | 0.0 | 0.2% | -1.1 | -37% | 0.0% | 59 | -7% | i | i
28) O=C1CC(c2ccccc2)CC(O)=C1C=NC1CCCCC1 (stereo unspecified)
 : 15% | -28% | 73 | 13 | 3.4% | 1.1 | -4% | -0.3% | . | -20% | i | .
29) Cc1n[nH]c(=O)n1-c1ccc(C(C)C)cc1
 : 8% | 1% | 29 | 0.1 | 1.2% | -1.0 | -16% | -0.1% | 22 | -16% | i | i
30) O=C1NC(=O)/C(=C\c2ccccc2OCc2cccc([N+](=O)[O-])c2)N1
 : 10% | 4% | 84 | 0.1 | -0.4% | -1.4 | -20% | 0.4% | 62 | -3% | i | i
31) COc1ccc(C(CNC(=O)c2ccc3c(c2)OCCO3)N(C)C)cc1 (stereo unspecified)
 : 9% | -2% | 29 | 0.3 | -3.7% | -0.8 | 0% | -0.2% | 36 | -12% | i | i
32) Clc1ccc(Nc2nc(-c3cccnc3)cs2)cc1
 : -5% | -54% | 47 | 0.4 | . | 1.0 | 45% | -0.1% | 15 | -36% | i | i
33) COc1ccc(Cc2nnc(NC(=O)c3ccccc3)s2)cc1OC
 : 8% | 27% | 51 | 0.2 | -7.4% | 1.0 | 21% | 0.3% | 59 | -27% | i | i
34) Cc1cccc(Oc2nc(-c3ccccc3)cc(C)c2S(C)(=O)=O)c1C
 : 4% | -23% | 59 | 1.1 | -1.6% | 8.7 | -34% | 0.1% | 51 | 11% | i | i
35) COc1ccc(-c2cc(=O)oc3cc(OC(C)C(=O)O)ccc23)cc1 (stereo unspecified)
 : 18% | -6% | 83 | 0.4 | 1.0% | 0.8 | 35% | 0.0% | 47 | 30% | i | i
36) CC(=O)Nc1ccc(NC(=O)COc2cc(O)c3c(c2)OC(C)(C)CC3=O)cc1
 : -12% | 12% | 88 | 4.1 | -3.9% | -2.8 | 3%[20 µM] | -0.1% | 42 | -28% | i | i
37) CCCNC(=O)c1ccc(COc2ccc(CCC)cc2OC)o1
 : -2% | 8% | 81 | 0.6 | 1.8% | 4.4 | 3% | 0.0% | 27 | 3% | i | i
38) CC(=O)NCc1cn2c(C)csc2n1
 : 1% | 18% | 53 | 1.0 | 0.0% | -0.6 | -8% | 0.0% | 45 | -16% | i | i
39) COc1cccc(-c2nc(CS(=O)CC(=O)NCCCOC(C)C)c(C)o2)c1 (stereo unspecified)
 : 15% | 1% | 73 | 1.1 | -4.9% | 0.7 | -58% | 0.1% | 60 | -6% | i | i
40) N#CCCn1c(O)c(N=NC(=O)CNC(=O)c2cccs2)c2ccccc21
 : 6% | -6% | 65 | 0.5 | 8.5% | 1.7 | . | -0.1% | 58 | -1% | i | i
41) NC(=O)c1cc2ccccc2o/c1=N\NC(=O)c1ccc(F)cc1
 : 2% | 5% | 87 | 0.8 | -18% | 2.7 | 23% | -0.1% | 47 | -3% | i | i
42) CCOc1ccc(CCNC(=O)C(CCC(N)=O)NC(=O)OCc2ccccc2)cc1OCC (stereo unspecified)
 : 6% | 10% | 46 | 0.6 | -1.2% | 0.9 | 18% | 0.7% | 44 | 22% | i | i
43) O=C(Nc1ccc2c(c1)OCCO2)c1cccc(Br)c1
 : 14% | -103% | 67 | 0.1 | 7.4% | 2.0 | -31% | -0.2% | 40 | -16% | i | i
44) S=C1NC(c2ccccc2)=NCN1c1ccc(Br)cc1
 : 8% | -34% | 43 | 6.4 | -12% | 3.4 | 40% | 0.3% | 28 | -14% | i | i

Four structures from above, sorted by count of non-hydrogen atoms, highest first.
Results follow in this order: GPR55 antagonists | HEK293 NOD2/NF-kB | NTR1 agonist cell count 20 µM | Myeloid diff MLP GFP+ MAC1+ % | KOR beta-arrestin-2 | NTR1 agonist | KOR beta-arrestin-1 | GPR55 activation | T cell modulator vesicle-bound % | NOD1 inhibition | Myeloid diff MLP | T cell modulator
40) N#CCCn1c(O)c(N=NC(=O)CNC(=O)c2cccs2)c2ccccc21
 : 6% | -6% | 65 | 0.5 | 8.5% | 1.7 | . | -0.1% | 58 | -1% | i | i
33) COc1ccc(Cc2nnc(NC(=O)c3ccccc3)s2)cc1OC
 : 8% | 27% | 51 | 0.2 | -7.4% | 1.0 | 21% | 0.3% | 59 | -27% | i | i
37) CCCNC(=O)c1ccc(COc2ccc(CCC)cc2OC)o1
 : -2% | 8% | 81 | 0.6 | 1.8% | 4.4 | 3% | 0.0% | 27 | 3% | i | i
44) S=C1NC(c2ccccc2)=NCN1c1ccc(Br)cc1
 : 8% | -34% | 43 | 6.4 | -12% | 3.4 | 40% | 0.3% | 28 | -14% | i | i

From PubChem BioAssay
